# APP transl inh: APP translation inhibition; SH-SY5Y APP 5'UTR-luciferase reporter, luminescence; inhibition, % at 2 µM; 0.82% of 190,000 active; AID 1285;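 active = inhibition above a set limit, derived from the sample mean plus 3 SD, cut at about 45% in these data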; also: values of inactives mirror those of a sister screen read the other way
# bIAP inhibitor: intestinal alkaline phosphatase (bovine) inhibition | purified bovine IAP, CDP-star luminescence, 30 min | inhibition, % at 20 µM | 190,000 tested, under 10 active | AID 1019;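 active = over 50% inhibition of intestinal alkaline phosphatase at 20 µM in the single-dose screen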
#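 Assay system – bovine IAP enzyme · Quantity – bovine IAP at 1/65,000,000 final dilution · Detection – CDP-star luminescence signal · Times – 30 min reaction at room temperature · Also added – CDP-star substrate at 30 µM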
# TNAP act hi DEA: activators of human TNAP at high phosphate acceptor concentration; 200,000 tested, under 10 active; activation factor at 20 µM; purified TNAP, CDP-star luminescence, 1 M DEA, 30 min; stronger effect = higher value; 0 = EDTA background, 1 = DMSO-only activity; P05186; AID 1136;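 active = activation factor at least 2 at 20 µM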
# Target sequence (P05186 whole entry, looked up): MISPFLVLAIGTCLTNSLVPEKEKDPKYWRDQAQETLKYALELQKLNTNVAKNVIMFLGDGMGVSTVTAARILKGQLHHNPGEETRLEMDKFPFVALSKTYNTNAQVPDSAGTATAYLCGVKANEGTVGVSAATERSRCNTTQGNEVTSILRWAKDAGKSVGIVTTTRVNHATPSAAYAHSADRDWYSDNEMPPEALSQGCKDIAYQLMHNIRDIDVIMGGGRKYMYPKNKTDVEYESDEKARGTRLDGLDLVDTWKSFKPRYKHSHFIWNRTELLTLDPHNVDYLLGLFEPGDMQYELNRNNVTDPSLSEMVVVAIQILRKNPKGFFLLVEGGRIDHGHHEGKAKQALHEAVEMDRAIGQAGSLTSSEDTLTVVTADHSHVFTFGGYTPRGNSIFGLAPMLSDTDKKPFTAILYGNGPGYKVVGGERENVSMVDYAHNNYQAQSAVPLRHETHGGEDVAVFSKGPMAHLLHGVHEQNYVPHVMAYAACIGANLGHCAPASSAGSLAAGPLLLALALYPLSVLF
#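 Control set: EDTA negative control, DMSO positive control / Assay system: human TNAP / Quantity: TNAP 1/800 final / Evaluation: TNAP activation factor scaled between EDTA and DMSO control wells / Measured by: luminescent substrate turnover signal / Compound dosing: one dose, 20 µM / Times: 30 min enzyme reaction at room temperature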
# RAM network inh: inhibitors of the yeast RAM network | S. cerevisiae dse1pr::URA3 reporter, 5-FOA growth OD615, 2 d; analog-sensitive cbk1-as2 kinase mutant strain | inhibition, % at 50 µM | 1.8% of 190,000 active;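 active = inhibition above a set limit, 3 SD over mean compound inhibition, cut at about 8.4% in these data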;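 also: 0% = DMSO-only wells with no growth and 100% = 10 µM 1-NA-PP1 full growth; inhibition rescues growth on 5-FOA so higher OD means more RAM inhibition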
# TNAP inh hiacc: blocks human TNAP under high phosphate acceptor concentration. P05186. purified TNAP, CDP-star luminescence, 1 M DEA. inhibition, % at 20 µM. 0.03% of 200,000 active;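 active = over 50% inhibition of tissue-nonspecific alkaline phosphatase at 20 µM in the single-dose screen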;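 also: plate controls were DMSO wells for no effect and EDTA-quenched wells as full inhibition for full effect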
# bIAP act: intestinal alkaline phosphatase (bovine) activation. activation factor at 20 µM. AID 1016. purified bovine IAP, CDP-star luminescence, 30 min; stronger effect = higher value; fold of DMSO-control signal, blank-subtracted. 0.17% of 200,000 active;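 active = activation factor of 2 or more at 20 µM, a signal rise over negative controls twice the positive control's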
# FLuc inh counter: counter-screen for luciferase assay inhibitors: firefly luciferase inhibition; P08659; ATPLite firefly luciferase biochemical luminescence, 10 min; inhibition, % at 10 µM; 1.5% of 200,000 active; AID 1006;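 active = inhibition above about 50% when tested at 10 µM, limit read from the data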
# Target sequence (P08659 whole entry, looked up): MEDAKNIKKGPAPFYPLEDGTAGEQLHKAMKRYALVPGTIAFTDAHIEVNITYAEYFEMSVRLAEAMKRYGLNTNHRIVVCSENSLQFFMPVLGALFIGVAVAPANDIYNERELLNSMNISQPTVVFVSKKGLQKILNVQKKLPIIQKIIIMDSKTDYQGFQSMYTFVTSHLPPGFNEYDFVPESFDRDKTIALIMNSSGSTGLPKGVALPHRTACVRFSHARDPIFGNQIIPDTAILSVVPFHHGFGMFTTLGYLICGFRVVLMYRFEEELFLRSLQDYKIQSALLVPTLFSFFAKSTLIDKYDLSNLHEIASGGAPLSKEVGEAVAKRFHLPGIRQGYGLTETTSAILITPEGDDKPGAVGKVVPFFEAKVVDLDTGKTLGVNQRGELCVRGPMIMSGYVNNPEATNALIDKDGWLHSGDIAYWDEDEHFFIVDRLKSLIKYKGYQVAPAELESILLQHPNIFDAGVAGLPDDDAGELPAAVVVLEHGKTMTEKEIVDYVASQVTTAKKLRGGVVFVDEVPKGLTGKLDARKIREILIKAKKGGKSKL
# Lmaj promast: inhibitors of Leishmania major promastigote growth; inhibition, % at 10 µM; 9% of 200,000 active; Leishmania major promastigotes, resazurin fluorescence viability; in the data active = inhibition above about 50%;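 also: promastigotes grown with compound for 44 hours at 28 °C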
# TNAP inh no acc: blocks human TNAP activity with no phosphate acceptor present. purified TNAP, CDP-star luminescence, 30 min. inhibition, % at 20 µM. 0.26% of 200,000 active. AID 1012;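 active = tissue-nonspecific alkaline phosphatase inhibition above about 50% at 20 µM in the single-dose screen, limit read from the data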;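 also: 0% = DMSO negative control and 100% = EDTA positive control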
# FLuc act counter: firefly luciferase counter-screen for stimulation assays; P08659; ATPlite luciferase biochemical, luminescence, 10 min; 0 = ATP-free wells, 1 = DMSO control; activation factor at 10 µM; 200,000 tested, under 10 active; AID 1027;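 active = luciferase activation factor, scaled between plate controls, of at least 2 with compound at 10 µM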
#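 Assay system – cell-free luciferase reagent · Medium – PBS-based ATP solution · Dosing – test compounds dosed from 2 mM stocks in 100% DMSO · Timing – 10 min, room temperature · Technique – light output (luminescence) · Measure – luminescence gain marking luciferase activators · Controls – No-ATP low control, compound-free enzyme-plus-ATP high control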
# Numbers without * were called inactive; . = not tested or not shown.
SMILES,APP transl inh,bIAP inhibitor,TNAP act hi DEA,RAM network inh,TNAP inh hiacc,bIAP act,FLuc inh counter,Lmaj promast,TNAP inh no acc,FLuc act counter
OC1CN=C2C=CC=CN2C1 (stereo not given),4.3,-10.2,1.1,2.0,-5.8,1.1,-8.1,1.0,3.2,1.1
CCOC(=O)N1CCN(C(=O)c2ccc(N3CCCC3=O)cc2)CC1,-19.3,-2.6,1,-0.1,0.2,1,-1.8,1.5,-8.3,1
Clc1ccc(CONc2ncnc3nonc23)c(Cl)c1,-103.2,-0.4,1,-2.0,3.2,1,2.9,13.7,-3.3,1
Cc1ccc(C(=O)CC2(O)C(=O)N(Cc3ccccc3)c3ccccc32)o1 (stereo not given),-17.8,10.8,1.1,0.1,-5.4,0.9,-4.2,-6.3,-13.0,1
O=C(Cc1c[nH]c2ccccc12)Nc1nc2ccccc2[nH]1,-28.2,-17.0,1,2.1,-0.7,1.2,4.5,10.3,-11.1,1
Cc1c(C(=O)NCc2ccc3c(c2)OCO3)sc2nc(-c3ccccc3)cn12,-1.0,-4.6,1.1,6.3,-7.2,1,-1.2,-0.5,-16.9,1
CCOc1cc2[nH]c(=O)n(Cc3cccc(OC)c3)c(=O)c2cc1OCC,-2.9,8.3,1.1,1.6,-6.2,0.9,-8.6,-1.1,0.6,1.1
Cc1nn(Cc2ccccc2)c(C)c1NC(=O)CSc1nc(C2CC2)nc2c1cnn2-c1ccccc1,-3.2,-11.8,1,2.3,-3.4,1.1,-6.1,-2.7,-15.0,1.1
CSCCC(NC(=O)c1ccccc1)C(=O)OCC(=O)N(C)CCC#N (stereo not given),12.6,-7.0,1,2.4,0.4,1.1,-3.4,0.2,-3.3,1
O=C(c1cc(-c2cccc(O)c2)on1)N1CCCCC1,-196.2,7.6,1,-0.5,-0.1,0.9,43.2,-7.9,-10.8,0.6
COc1ccc(S(=O)(=O)CC2(O)CCN(C(=O)C(C)(C)C)CC2)cc1,5.4,-9.1,1,0.8,-2.2,1.1,-8.1,-6.7,-11.3,1.1
COc1cc(C)c(Cl)cc1S(=O)(=O)N(C)C,1.9,-2.7,1,-0.4,-0.6,1,0.9,-2.2,-5.4,1
Nc1c(C(=O)c2ccccc2)oc2ccccc12,-13.7,.,1,0.6,-2.0,0.5,-3.9,-2.2,-18.2,1
Cc1cccc(Cn2nc(-n3cccc3)c3c(C)cc(C)nc32)c1,22.9,1.9,1,1.1,0.5,1,-1.5,7.9,-5.3,1
CC1(C)C(c2cccs2)=[N+]([O-])C2(CCCCC/C2=N\O)N1O (stereo not given),1.1,14.0,1,-0.2,1.2,0.9,-1.2,-3.6,-14.9,1
Nc1nn2cc(-c3ccccc3)nc2c2ccccc12,-197.7,21.0,1,4.0,-4.7,0.8,84.6*,87.0*,-16.1,0.2
CCOC(=O)c1ccc(Nc2ncnc3ccc(C)cc23)cc1,-18.2,3.4,1,1.2,-3.2,1,-2.6,14.7,-4.8,1
COc1cc(NC(=O)c2ccco2)c(OC)cc1NC(=O)Nc1ccc(Cl)cc1,-6.3,3.8,1.1,7.8,-6.6,1,-6.6,4.6,-13.8,1.1
O=C(OCc1ccccc1Cl)c1ccc(-n2cnnc2)cc1,-11.4,7.6,1.1,0.3,-6.8,0.9,-17.7,21.8,-0.1,1.2
Cc1ccc(O)c(NC(=O)/C=C/C(=O)O)c1,10.7,-0.7,1,1.8,-2.7,1,-3.4,-1.1,-13.8,1
O=C(CN1C(=O)CS/C1=C\c1nc(-c2ccc(Cl)cc2)cs1)Nc1cccnc1Cl,-1.5,-9.2,1,2.0,1.9,1.1,-4.3,-2.5,-1.4,1
C=CCn1c(-c2cc3c(s2)CCC(CC)C3)n[nH]c1=S (stereo not given),-0.6,-4.0,1,3.1,-1.8,1,-9.6,-7.0,34.7,1.1
C/C=C/c1ccc(OCC(=O)OCC(=O)NC2CC2)c(OC)c1,-23.3,-26.4,1,0.1,-2.3,1.3,-2.7,-3.5,-9.4,1
COc1ccc(CN(Cc2ccc(C(=O)O)cc2)C(=S)Nc2ccccc2C)cc1OC,20.0,-23.3,1,0.4,-1.4,1.2,-1.4,3.9,-4.6,1
CCCCn1c(SCC(=O)N2c3ccccc3CCc3ccccc32)nc2c1c(=O)n(C)c(=O)n2C,-1.7,5.7,1.1,5.3,-12.5,0.9,-11.2,8.9,-67.0,1.1
Nc1nc(Nc2ccccc2)nc(NCc2ccco2)c1[N+](=O)[O-],-1.1,23.9,1,7.3,-3.1,0.8,-3.2,22.9,5.5,1
CCOC(=O)N1CCN(C(=O)c2ccc3nc4ccsc4c(=O)n3c2)CC1,-11.3,4.9,1,1.4,1.6,1,-1.5,-6.9,-9.7,1
CC(=O)Nc1ccc(S(=O)(=O)NCC2CCC(C(=O)NC(C)c3ccccc3)CC2)cc1 (stereo not given),-13.6,5.4,1.1,1.2,-5.0,0.9,-5.7,-5.5,-21.2,1.1
N=c1n(Cc2ccccc2)c2ccccc2n1CC(O)c1ccco1 (stereo not given),-29.0,-11.9,1.1,0.0,-8.5,1.1,-8.9,89.3*,-1.1,1.1
CCOc1ccc(NC(=O)CSc2nnc(C34CC5CC(CC(C5)C3)C4)n2C)cc1,-7.2,-2.0,1.1,1.7,-6.8,1,-1.5,2.0,-3.0,1

# Full records as entered above. Order of values: APP transl inh | bIAP inhibitor | TNAP act hi DEA | RAM network inh | TNAP inh hiacc | bIAP act | FLuc inh counter | Lmaj promast | TNAP inh no acc | FLuc act counter
# Listed for CCCCn1c(SCC(=O)N2c3ccccc3CCc3ccccc32)nc2c1c(=O)n(C)c(=O)n2C = -1.7 | 5.7 | 1.1 | 5.3 | -12.5 | 0.9 | -11.2 | 8.9 | -67.0 | 1.1
# Listed for O=C(OCc1ccccc1Cl)c1ccc(-n2cnnc2)cc1 = -11.4 | 7.6 | 1.1 | 0.3 | -6.8 | 0.9 | -17.7 | 21.8 | -0.1 | 1.2

# (listing goes on)
SMILES,APP transl inh,bIAP inhibitor,TNAP act hi DEA,RAM network inh,TNAP inh hiacc,bIAP act,FLuc inh counter,Lmaj promast,TNAP inh no acc,FLuc act counter
Cc1cc(NC(=O)CSc2nc3cc4c(cc3c(=O)n2CCc2ccccc2)OCO4)no1,-9.1,9.4,1,1.2,-1.5,0.9,-5.0,-7.4,-7.6,1.1
CC(C)=Cc1oc2ccc([N+](=O)[O-])cc2c1N1CC(C)OC(C)C1 (stereo not given),3.0,15.1,1,5.7,4.3,0.8,-1.0,-1.8,-1.9,1
Cc1oc(-c2ccccc2Cl)nc1CN1CCCCC1c1cccnc1 (stereo not given),-0.9,-5.2,1,-0.5,-0.6,1.1,-5.0,26.0,0.4,1.1
CCOC(=O)CN1C(=O)C(C)(C)Oc2ccc(C(=O)Nc3ccccc3)cc21,-13.3,4.3,1,0.9,-3.6,1,-2.3,-5.0,-15.5,1
CCN(CCO)C1CC(=O)N(c2ccccc2C)C1=O (stereo not given),-2.1,4.0,1,0.3,-4.2,1,-7.2,59.8*,-7.4,1.1
Cc1ccc(Cl)cc1N1CCN(C(=O)c2ccc(NS(=O)(=O)c3c(C)noc3C)cc2)CC1,-12.2,-3.8,1.1,3.7,-5.0,1,-6.5,96.4*,-9.2,1.1
CC(Sc1ccccc1)C(=O)NN=C1CCCC1 (stereo not given),-10.8,-1.3,1.1,0.1,-5.9,1,-6.7,-4.5,-9.3,1.1
Cc1onc(C(=O)N2CCN(c3ccccc3F)CC2)c1-c1ccccc1Cl,-6.9,-20.8,1.1,3.6,-9.8,1.2,-2.6,-2.3,-2.8,1
COc1ccc2nc(NC(=O)C3CCN(S(=O)(=O)c4cccc5nsnc45)CC3)sc2c1,13.5,4.4,1,6.6,1.6,1,-2.7,31.9,0.6,1
CCCC(c1nnnn1Cc1ccccc1)N1CCN(c2ccccc2OC)CC1 (stereo not given),10.6,-1.0,1.1,0.5,-9.6,1,-8.6,2.9,-12.4,1.1
CC(c1ccccc1)N1CCn2c(nc3cc(NS(C)(=O)=O)ccc32)C1 (stereo not given),5.3,-1.8,1.1,0.8,-5.3,1,-5.7,7.5,-10.0,1.1
COc1cc(SC)ccc1C(=O)NCCCOC(C)C,-11.1,-3.1,1,0.8,1.4,1,1.4,9.7,-3.2,1
C/C(=N\NC(=O)C1COc2ccccc2O1)c1ccc(N2CCOCC2)cc1 (stereo not given),-2.8,-17.4,1,2.7,-1.8,1.2,-6.5,10.7,-3.3,1.1
C#CC[N+](C)(C)CC#Cc1ccc(Cl)cc1,6.8,4.0,1,0.8,-0.6,1,-7.6,-5.1,1.2,1.1
CC(=O)N1CCCc2cc(S(=O)(=O)NCCC3=CCCCC3)ccc21,-7.9,-14.1,1,-0.9,0.8,1.1,-5.2,-9.9,0.4,1.1
O=C(O)C1CCN(Cc2ccccn2)CC1,-13.4,-13.6,1,-0.3,-1.9,1.1,-0.5,-4.7,-4.4,1
COc1ccc(NC(=O)CSc2nc3ccccc3cc2Cc2ccccc2)cc1,8.9,1.7,1,6.4,-3.3,1,-8.1,4.3,-8.4,1.1
Cc1nn(-c2ccccc2)c(Cl)c1C(=O)NCCN(C)C,-8.4,1.3,1,2.4,-3.1,1,-8.2,1.8,-10.7,1.1
N#Cc1cc2c(nc1SCc1ccccc1)CCCC2=O,-12.6,11.0,1,2.5,0.6,0.9,-9.4,-3.9,-6.3,1.1
O=C(CSc1nc2cc(Cl)ccc2o1)c1cccs1,-24.3,13.1,1,1.4,-1.0,0.9,-4.6,57.0*,-8.0,1
CCOC(=O)c1c(N)sc(C(N)=O)c1C,-12.3,5.4,1,-0.4,-1.7,0.9,-2.6,-5.0,-13.7,1
Nc1c(Cl)cc(Cl)cc1C(=O)OCC(=O)N1CCOCC1,-16.0,-25.8,1,1.2,1.6,1.3,0.8,-6.6,4.6,1
COc1ccc(C2CC(c3ccccc3)=NN2C(=O)COC(=O)c2cnc(Cl)c(Cl)c2)cc1 (stereo not given),6.9,7.4,1,0.9,-3.3,0.9,-6.1,96.7*,-1.0,1.1
O=C(CC(c1ccccc1)c1ccccc1)Nc1nn[nH]n1,-2.2,-7.4,1.1,1.6,-6.2,1.1,-0.7,-15.1,-4.0,1
Cc1ccc(-n2[nH]c(C)c(/C=N/NC(=O)c3cccc([N+](=O)[O-])c3)c2=O)cc1C,-33.1,2.8,1,3.4,0.4,1,94.9*,96.9*,-39.3,0.1
COc1cc(NC(=O)C2CCCN2C(=O)OCc2ccccc2)cc(OC)c1 (stereo not given),17.6,-3.0,1,-0.5,2.3,1,-3.7,-1.3,-8.3,1
COc1ccc(S(=O)(=O)N(CCc2ccccc2)CC(=O)N2CCOCC2)cc1,5.8,3.0,1,1.9,-4.3,1,-3.9,10.6,0.1,1
CCc1cccc(NC(=O)C2CCN(S(=O)(=O)c3c(C)noc3C)CC2)c1,-8.6,-1.4,1,6.3,-2.7,1,-1.3,63.6*,-10.8,1

# Results in FLuc inh counter (four entries from above):
Compound,FLuc inh counter
O=C(O)C1CCN(Cc2ccccn2)CC1,-0.5
Nc1c(Cl)cc(Cl)cc1C(=O)OCC(=O)N1CCOCC1,0.8
COc1ccc(NC(=O)CSc2nc3ccccc3cc2Cc2ccccc2)cc1,-8.1
Cc1nn(-c2ccccc2)c(Cl)c1C(=O)NCCN(C)C,-8.2
